# Bioassay records as filed in PubChem BioAssay.
# PI5P4Ka inh = inhibitors of human PI5P4K alpha; max response, %; PI5P4Kalpha enzyme, ADP-Glo luminescence, 60 min; active compounds read low; 330,000 compounds, 1.2% hits; P48426; active means max response of -50% or lower; inconclusive means between -30% and -50%; inactive means -30% or higher; further: value at the top dose of about 77 µM; on the % scale 0 is the no-effect control and ±100 the full control effect
# Target sequence (P48426 whole entry, looked up): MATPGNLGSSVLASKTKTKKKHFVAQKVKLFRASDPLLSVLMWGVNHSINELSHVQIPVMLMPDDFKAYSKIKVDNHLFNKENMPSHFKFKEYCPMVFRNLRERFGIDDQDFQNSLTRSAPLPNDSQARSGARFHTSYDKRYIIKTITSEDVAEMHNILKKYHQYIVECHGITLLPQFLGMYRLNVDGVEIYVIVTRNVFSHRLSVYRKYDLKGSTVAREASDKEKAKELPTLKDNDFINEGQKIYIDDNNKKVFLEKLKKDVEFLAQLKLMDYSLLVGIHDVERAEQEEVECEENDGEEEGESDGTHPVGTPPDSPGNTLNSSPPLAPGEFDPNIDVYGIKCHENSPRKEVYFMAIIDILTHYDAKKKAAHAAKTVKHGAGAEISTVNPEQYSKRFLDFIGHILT
#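 Compounds were pin-transferred onto PI5P4Kalpha and substrate in HEPES pH 7.4 buffer with EGTA, CHAPS and 5% DMSO. ATP (5 microM final) started the reaction, which ran 60 minutes at room temperature before ADP-Glo detection.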
# PLK1 PBD inh = inhibitors of human PLK1 polo-box domain binding | Plk1 PBD binding of FITC phosphopeptide, fluorescence polarization | Potency, µM, for the others: max response, negative = inhibition, hits mostly inhibitors | 360,000 compounds, 2.8% hits | AID 720504; further: potency means the concentration at half of the fitted maximal effect; series mostly up to about 57 µM; on the % scale 0 is the no-effect control and ±100 the full control effect; nearly all actives have a fitted effect of over 65% in size
# Target sequence (P53350 whole entry, looked up, the tested form may be a part): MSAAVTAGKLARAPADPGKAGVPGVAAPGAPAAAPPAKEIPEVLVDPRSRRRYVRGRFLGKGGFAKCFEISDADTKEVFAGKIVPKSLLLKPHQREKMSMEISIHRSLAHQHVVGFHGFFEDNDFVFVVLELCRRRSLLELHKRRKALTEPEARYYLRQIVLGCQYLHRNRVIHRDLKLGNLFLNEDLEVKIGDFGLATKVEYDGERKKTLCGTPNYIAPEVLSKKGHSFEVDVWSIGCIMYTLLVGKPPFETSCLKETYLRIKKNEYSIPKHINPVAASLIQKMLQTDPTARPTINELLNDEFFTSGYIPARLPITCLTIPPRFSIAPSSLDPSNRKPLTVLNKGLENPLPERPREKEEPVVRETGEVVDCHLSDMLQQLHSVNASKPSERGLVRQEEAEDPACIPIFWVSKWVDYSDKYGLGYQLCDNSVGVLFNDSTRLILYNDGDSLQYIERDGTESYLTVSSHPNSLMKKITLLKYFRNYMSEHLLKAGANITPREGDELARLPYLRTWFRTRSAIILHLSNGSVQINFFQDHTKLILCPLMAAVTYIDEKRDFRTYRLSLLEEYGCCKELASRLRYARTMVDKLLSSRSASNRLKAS
# EPAC1 antag = blocks human EPAC1 exchange factor; O95398; EPAC1 GEF assay, Rap1b-BODIPY-GDP exchange fluorescence; Potency, µM (doses to about 115 µM), for the others: at the top dose activity change, negative = inhibition, most hits filed as inhibitors; 360,000 compounds, 0.14% hits;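 further: potency means the concentration at half of the fitted maximal effect; plate controls were vehicle for no effect and positive control for full effect; nearly all actives have a fitted effect of over 50% in size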
# IL-2 act = activates IL-2 in a cell-based reporter assay; activation, % (series mostly up to about 46 µM); IL-2 activation reporter assay, cell-based qHTS; stimulated with anti-CD3/CD4/CD28 beads; in transgenic mouse T cells; 360,000 compounds, 0.065% hits; in the data active means activation above about 50%; inconclusive means mostly about 30% to 49%; further: 0% is about no effect
#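 EGFP and DsRed fluorescence is measured by plate cytometry in unstimulated transgenic mouse T cells exposed to compound for 60 minutes, then stimulated 18 hours at 37 degrees C with anti-CD3/anti-CD4 beads plus anti-CD28.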
# WRN inhibitor = WRN helicase (human) inhibition | 360,000 compounds, 0.46% hits | Q14191 | AID 651768 | Potency, µM (top dose mostly 114 µM), for the others: at the top dose activity change, negative = inhibition, most hits filed as inhibitors | WRN helicase unwinding, fluorescent forked duplex, kinetic; further: potency means the concentration at half of the fitted maximal effect; on the % scale 0 is the no-effect control and ±100 the full control effect; nearly all actives have a fitted effect of over 55% in size
#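 Fluorescence dequenching readout, ex 525 nm/em 598 nm, kinetic mode: forked duplex DNA (100 nM final) with adjacent fluorophore and quencher unwound by WRN (20 nM final) with 2 mM ATP. Compound preincubation 15 min, room temperature.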
# EPAC2 ag = EPAC2 (human) agonism; Q8WZA2; EPAC2 activation, biochemical qHTS; response scale: 100% = 6.5 mM cAMP response; Potency, µM (doses to about 154 µM), without a hit: top-dose activation, actives largely listed as activators; 360,000 compounds, 0.079% hits; further: potency means the concentration at half of the fitted maximal effect; nearly all actives have a fitted effect of over 50% in size
#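 Exchange assay: 100 nM EPAC2 with 250 nM Rap1B-BODIPY-GDP and 50 uM GDP. Fluorescence (ex 480/em 540 nm) read every 5 min for 30 min at room temperature. Data normalized to 6.5 mM cAMP as agonist control.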
# CCT chaperon mod = changes cytosolic chaperonin activity; AID 651819; 360,000 compounds, 0.3% hits; purified chaperonin ATPase assay, HTRF ADP detection, 30 min; activity change, % (concentration not given with the values), hits read low; in the data active means activity change below about -30%; further: on the % scale 0 is the no-effect control and ±100 the full control effect
#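 TRiC (40 or 20 nM final, by batch activity) in 30 mM Tris pH 7.4, 100 mM KCl, 5 mM MgCl2, 1 mM DTT was treated with compound at 76 uM single dose, then 10 uM ATP, 30 min at 37 °C. ADP was read by HTRF Transcreener.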
# EPAC1 ag = activates human EPAC1 exchange factor; O95398; EPAC1 agonist qHTS, biochemical assay; response scale: 100% = response to 6.5 mM cAMP; Potency, µM (top dose mostly 154 µM), for the others: at the top dose activation, usual class: activators; 360,000 compounds, 0.073% hits; further: potency means the concentration at half of the fitted maximal effect; nearly all actives have a fitted effect of over 60% in size
#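 Read-out is the fluorescence drop as BODIPY-GDP leaves Rap1B (480 nm excitation, 540 nm emission), recorded every 5 minutes over 30 minutes. Reactions held 100 nM EPAC1, 250 nM Rap1B–BODIPY-GDP and 50 uM GDP, with 6.5 mM cAMP setting full activation.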
# The depositor's hits bear a star; ? = inconclusive; / = not tested or not shown; [ ] = remark or other dose. Unless noted, the call rests on the fitted dose curve; in most records, active means well fitted curve in the direction sought with a large enough effect; inconclusive means small, poorly fitted or top-dose-only effect, or another doubt; inactive means no such curve, though single readings can be large; an effect the other way counts as inactive or inconclusive. A portion of the library. The share of hits here may be higher or lower than overall.
# Start of the data: the first 3 entries as a preview:
SMILES,PI5P4Ka inh,PLK1 PBD inh,EPAC1 antag,IL-2 act,WRN inhibitor,EPAC2 ag,CCT chaperon mod,EPAC1 ag
O=C(CSc1nnc(SCc2ccccc2)s1)N/N=C/c1c[nH]c2ccccc12,-3.6,-13.4%,?,0.3,?,7.2%,-1.1,-1.0%
Cc1ccc(C(=O)Nc2ccc(Cc3ccncc3)cc2)cc1[N+](=O)[O-],-5.5,-5.2%,-1.0%,-3.8,-26.3%,6.3%,-5.6,5.9%
COc1ccc(/C=N/Nc2ncc(C(F)(F)F)cc2Cl)c(OC)c1OC,9.2,-1.3%,-3.0%,-2.1,-1.4%,-7.8%,-0.2,-4.3%

# The list itself, from the first entry:
SMILES,PI5P4Ka inh,PLK1 PBD inh,EPAC1 antag,IL-2 act,WRN inhibitor,EPAC2 ag,CCT chaperon mod,EPAC1 ag
O=C(CSc1nnc(SCc2ccccc2)s1)N/N=C/c1c[nH]c2ccccc12,-3.6,-13.4%,?,0.3,?,7.2%,-1.1,-1.0%
Cc1ccc(C(=O)Nc2ccc(Cc3ccncc3)cc2)cc1[N+](=O)[O-],-5.5,-5.2%,-1.0%,-3.8,-26.3%,6.3%,-5.6,5.9%
COc1ccc(/C=N/Nc2ncc(C(F)(F)F)cc2Cl)c(OC)c1OC,9.2,-1.3%,-3.0%,-2.1,-1.4%,-7.8%,-0.2,-4.3%
C/C(CC(=O)Nc1ccc(N(C)C)cc1)=N\NC(=O)c1ccccc1O,0.5,0.9%,-13.9%,0.8,-7.3%,17.4%,0.6,9.3%
CN(Cc1nc(-c2ccncc2)no1)S(=O)(=O)c1ccccc1,-3.3,?,-5.2%,-0.5,-2.1%,-8.8%,-0.5,5.3%
Cc1noc(NS(=O)(=O)c2ccc(NC(=O)c3cc(=O)c4ccccc4o3)cc2)c1C,3.0,-6.5%,-8.0%,-1.7,-11.6%,1.0%,-11.4,3.3%
Oc1ccc(Cl)cc1C=Nc1ccc2c3c(cccc13)CC2,-3.7,3.4%,8.4%,-0.6,0.6%,11.9%,-1.4,-7.0%
Cc1cc(NC(=O)C(C)SCC(=O)Nc2ccccc2N2CCCC2)no1 (stereo not drawn),0.1,3.2%,-6.3%,0.3,1.9%,1.4%,-0.9,-13.9%
COc1ccc(Cl)cc1NS(=O)(=O)c1cccc(C(=O)NCCCN2CCOCC2)c1,1.4,-0.3%,-1.1%,-0.3,4.3%,-9.0%,-1.8,0.8%
CC(=O)N1CCN(CC(O)COc2ccc(S(=O)(=O)N3CCOCC3)cc2)CC1 (stereo not drawn),0.6,-2.4%,8.2%,0.3,-6.8%,-1.5%,-0.5,-2.9%
CCOCCN1CCN(c2c(CC)c(C)nc3cc(-c4cc(OC)cc(OC)c4)nn23)CC1,20.8,-4.1%,-5.2%,-1.4,5.7%,2.7%,1.5,13.1%
CN(Cc1ncc[nH]1)C(=O)c1cc(COc2c(F)cccc2F)on1,-5.3,-3.8%,13.4%,0.6,2.1%,11.9%,-2.8,-0.1%
CC(C)(C)C(=O)Cn1ncc(N2CCOCC2)c(Cl)c1=O,-1.0,-2.6%,8.1%,-1.3,-1.2%,0.4%,1.1,-0.8%
O=C(Nc1cc(S(=O)(=O)N2CCOCC2)ccc1N1CCOCC1)c1ccccc1Cl,-7.2,-3.6%,2.5%,-0.4,?,3.8%,0.4,1.6%
CC(=O)c1cccc(NC(=O)C2COc3ccccc3O2)c1 (stereo not drawn),8.1,2.4%,-24.9%,1.0,0.0%,9.8%,-2.7,10.7%
Cc1cc(NC(=O)CCC(=O)N(Cc2ccco2)C(C(=O)NC2CCCC2)c2ccccc2F)no1 (stereo not drawn),1.0,0.1%,-14.6%,4.0,-3.6%,2.5%,-0.3,-1.2%
CC(=O)c1ccc(Nc2nc(C(N)c3ccccc3)cs2)cc1 (stereo not drawn),0.2,0.9%,-1.2%,-0.3,-16.3%,3.5%,-5.9,-4.7%
COc1cc(C)c(C)cc1S(=O)(=O)NC1CC(C)(C)NC(C)(C)C1,-5.5,-8.8%,-4.1%,0.5,6.2%,4.9%,-0.8,11.3%
CC(=O)c1cccc(NC(=O)c2ccc(S(=O)(=O)N3CC(C)OC(C)C3)cc2)c1 (stereo not drawn),-0.9,-14.8%,-1.4%,0.3,-0.8%,-0.1%,0.4,3.7%
O=C(CCC(=O)c1cccs1)NCC(c1ccc(F)cc1)N1CCOCC1 (stereo not drawn),-26.5,-1.0%,12.1%,0.0,-3.1%,4.9%,-1.0,2.8%
CCCCn1nnnc1SCC(=O)Nc1ccc2c(c1)OCCO2,0.6,-10.1%,-3.1%,-2.3,-9.3%,5.5%,-0.7,5.6%
O=C(CCNC(=O)c1ccco1)Nc1ccc(Cl)cc1F,-2.5,-1.5%,-4.7%,-1.9,2.5%,4.2%,-2.0,3.3%
O=C(Cc1cccs1)N1CCCC(c2nc3c(nnn3Cc3cccc(Cl)c3)c(=O)[nH]2)C1 (stereo not drawn),/,-11.8%,-6.7%,-2.1,-23.6%,13.2%,-3.3,8.6%
CCN(CC(=O)Nc1c(F)cccc1F)C(=O)CCCSc1nc2ccccc2[nH]1,-0.3,1.0%,6.8%,-0.3,-2.8%,-3.5%,1.4,-5.7%
CN(Cc1ccccn1)C(=O)C1CCC(=O)N(Cc2cccc(F)c2)C1 (stereo not drawn),20.5,1.7%,-9.2%,-0.5,-2.0%,10.8%,-2.7,8.5%
COc1ccc(C(=O)CSc2cc(C)[nH]c(=O)n2)cc1,-62.7*,-27.3%,-19.1%,-0.6,-3.2%[11.6 µM],-3.8%,2.0,-6.2%
O=C(Nc1ccc(N2CCOCC2)c(Cl)c1)c1cccnc1Cl,4.6,0.2%,-16.6%,0.3,-1.7%,3.7%,-0.4,19.4%
COc1cc(/C=C(\C#N)C(N)=O)ccc1OCc1c(C)no[n+]1[O-],4.6,-1.9%,-11.5%,0.2,-2.6%,7.8%,-1.4,0.9%
Cc1cccc(NS(=O)(=O)c2c(C)[nH]c(C)c2C(=O)N2CCCC2)c1,0.0,-18.1%,-5.9%,0.8,10.0%,-0.6%,-0.8,5.4%
CCN(C(=O)Cn1nc(C)c([N+](=O)[O-])c1C)c1c(N)n(Cc2ccccc2)c(=O)[nH]c1=O,-7.5,-4.4%,-2.5%,-2.9,-6.9%,-4.4%,-1.1,9.3%
CCc1cc2c3c(c1)C1(C(=O)N3C(C)(C)C=C2C)C(C#N)=C(N)Oc2[nH]c(=O)[nH]c(=O)c21 (stereo not drawn),-3.4,-23.7%,-8.7%,-0.5,4.6%[57.1 µM],9.5%,1.0,-4.6%
CN(CC(=O)O)S(=O)(=O)/C=C/c1ccccc1,-2.4,-9.8%,15.8%,0.0,-2.0%,5.9%,2.4,11.7%
COc1ccc(C(=O)O)cc1S(=O)(=O)Nc1ccc(C)cc1,-16.6,-11.1%,-16.6%,1.3,-1.3%,1.1%,1.9,-10.9%
CC1=NS(=O)(=O)c2cc(Cl)ccc2N1,1.6,-6.2%,2.0%,0.6,0.7%,3.0%,0.7,-21.3%
O=S(=O)(Cc1ccccc1Cl)N1CCCC1,-14.7,?,-3.4%,0.9,11.1%,7.7%,-0.9,-2.2%
COc1ccc(OC)c(/C=C(\NC(=O)c2ccccc2)C(=O)N/N=C/c2ccc(C)s2)c1,/,4.6%,14.6%,-1.8,2.3%,10.6%,-2.3,12.9%
O=C(O)CSc1nnc(Cc2cccc3ccccc23)n1-c1cc(C(F)(F)F)cc(C(F)(F)F)c1,12.4,-5.5%,-7.6%,0.0,-1.6%,-16.7%,-0.1,-13.9%
Cc1ccc(S(=O)(=O)N2CCN(CC(=O)Nc3ccc4c(c3)CCC4)CC2)cc1C,6.1,-3.3%,7.9%,-2.8,-4.6%,-0.5%,0.7,5.8%
O=S(=O)(c1cccc2nonc12)N1CCN(c2cccc(Cl)c2)CC1,-0.9,-2.0%,-3.9%,-0.3,-0.1%,13.2%,0.5,9.2%
CC(C)c1ccc(/C=N/NC(=O)c2ccccn2)cc1,-1.9,-0.2%,-20.0%,-2.1,-8.7%,0.4%,2.3,4.5%
CCN(CC(=O)NCc1ccc(Cl)cc1)C(=O)COc1cccc(C(F)(F)F)c1,-6.2,-1.1%,5.7%,-5.8,-4.0%,3.9%,-0.7,-10.6%
Nc1ccc(C23CC4CC(CC(O)(C4)C2)C3)cc1,8.6,-4.4%,-2.9%,-0.4,0.1%,5.6%,-1.8,11.5%
Cc1ccc(S(=O)(=O)N2CCCCC2)cc1NC(=O)Cn1ccsc1=N,1.1,-15.5%,4.3%,-2.9,-25.5%,-1.6%,3.8,10.6%
O=C(CCc1ccc(S(=O)(=O)N2CCOCC2)cc1)Nc1nc(COc2ccccc2)cs1,/,-6.5%,-11.4%,-1.4,-10.6%,5.0%,-0.8,19.5%
CC(C)(C)c1ccc(C(=O)Nn2cnnc2)cc1,-6.6,-11.2%,-11.3%,0.3,11.9%,-2.3%,0.2,-7.9%
CN(C)C(=O)c1ccc(Oc2ccc(C(=O)N(C)C)cc2)cc1,/,1.5%,10.3%,-0.6,2.2%,4.9%,-0.6,1.9%
CCC(c1nnnn1-c1ccc2c(c1)OCCO2)N1CCN(Cc2c(F)cccc2Cl)CC1 (stereo not drawn),-0.8,-10.4%,-16.2%,-1.1,-0.4%,22.1%,1.1,12.6%
CCC/C(O)=C1\C(=O)CC(c2ccccc2)CC1=NC (stereo not drawn),-1.1,-1.6%,-2.4%,-0.1,2.5%,-3.5%,-1.7,-0.9%
Cn1nc([N+](=O)[O-])nc1Oc1ccccc1N,0.5,-0.3%,-11.2%,-0.3,-13.9%,4.9%,0.8,-3.1%
CCOC(=O)Cc1c(C)nc2c(-c3ccc(OC)cc3)c(C)nn2c1C,-5.6,-9.2%,-1.9%,-0.6,-4.1%,-5.2%,-1.4,-6.4%
CCOC(=O)C(Cc1ccccc1)C(=O)Nc1ccccc1C (stereo not drawn),2.4,-4.4%,10.3%,2.0,4.8%,-0.7%,1.8,-3.9%
COc1ccc(CCNC(=O)Cc2ccccc2)cc1OC,-0.9,5.0%,-6.9%,-1.2,-1.5%,1.7%,-0.2,10.9%
COc1ccccc1NC(=O)Nc1nnc(C(C)C)s1,-2.3,-20.5%,-12.8%,-0.3,-24.2%,2.9%,-1.5,-47.3%[inhibitor]
